DNMT1 inh = human DNMT1 methyltransferase inhibitors, primary screen, biochemical, molecular beacon, fluorescence, HinP1I cleavage, uHTS; DNA (cytosine-5)-methyltransferase 1 (Homo sapiens), P26358; inhibition (reported as % activation of signal), % at 10 µM; 360,000 tested, 0.83% active; AID 588458, 2011; in the data active = inhibition above about 50%
Scp1 inh = Scp-1 phosphatase inhibitors, primary screen, biochemical, colorimetric, uHTS; Carboxy-terminal domain RNA polymerase II polypeptide A small phosphatase 1 (Homo …; Recombinant Scp1, phosphopeptide, malachite green phosphate absorbance; inhibition, % at 20 µM; 340,000 tested, 0.88% active; AID 493091, 2011;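 active = inhibition above about 50% at 20 µM, limit read from the data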;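 note: plate controls were DMSO wells with enzyme for no effect and wells lacking enzyme for full effect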
Target sequence (Q9GZU7 76-261 limits assumed): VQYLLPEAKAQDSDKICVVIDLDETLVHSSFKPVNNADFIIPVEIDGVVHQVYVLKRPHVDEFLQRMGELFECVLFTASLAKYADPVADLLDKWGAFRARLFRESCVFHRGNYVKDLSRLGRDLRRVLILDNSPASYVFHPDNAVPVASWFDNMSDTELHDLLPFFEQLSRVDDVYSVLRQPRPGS
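Test system: SCP-1 catalytic domain; Buffer or medium: Acidic Tris acetate buffer with magnesium and detergent; Also added: Phosphorylated 17-residue peptide substrate; Compound: single 20 µM dose, 1% DMSO; Schedule: enzyme reaction 45 min at room temperature, colour 5 min, stabilisation 30 min; Signal: Phosphate-binding colour reagent, absorbance read at 630 nm.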
NadD inh = inhibitors of S. aureus NadD, primary screen, biochemical, colorimetric, uHTS; inhibition, % at 20 µM; 360,000 tested, 0.78% active; Nicotinate-nucleotide adenylyltransferase NadD (Staphylococcus aureus N315); purified NadD enzyme, colorimetric absorbance read-out; AID 602399, 2012; in the data active = inhibition above about 26%; note: some compounds past the cut are filed as inactive
SUMO1-SIM PPI = modulators of SUMO1 protein-protein interactions, primary screen, biochemical, uHTS. SUMO1 binding to a labelled peptide, TR-FRET, 1 h. inhibition, % at 20 µM. Small ubiquitin-related modifier 1 (Homo sapiens), P63165. 360,000 tested, 0.33% active; in the data active = inhibition above about 37%
CSN deneddyl inh = inhibitors of CSN-mediated cullin deneddylation, primary screen, biochemical, fluorescence polarization, uHTS. COP9 signalosome complex subunit 5 (Homo sapiens), Q92905. 360,000 tested, 0.38% active. Purified CSN, SCF-Nedd8-OG deneddylation. inhibition, % at 12.5 µM;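 active = pattern-corrected inhibition above about 35%, with an unprinted fluorescence ratio check between 0.5 and 1.5, limit read from the data, passing the limit was not always enough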;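 note: 0% = enzyme with substrate and 100% = substrate without enzyme; some results filed as inactive read as strong as hits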
Target sequence (Q92905 whole entry, looked up, one chain of several): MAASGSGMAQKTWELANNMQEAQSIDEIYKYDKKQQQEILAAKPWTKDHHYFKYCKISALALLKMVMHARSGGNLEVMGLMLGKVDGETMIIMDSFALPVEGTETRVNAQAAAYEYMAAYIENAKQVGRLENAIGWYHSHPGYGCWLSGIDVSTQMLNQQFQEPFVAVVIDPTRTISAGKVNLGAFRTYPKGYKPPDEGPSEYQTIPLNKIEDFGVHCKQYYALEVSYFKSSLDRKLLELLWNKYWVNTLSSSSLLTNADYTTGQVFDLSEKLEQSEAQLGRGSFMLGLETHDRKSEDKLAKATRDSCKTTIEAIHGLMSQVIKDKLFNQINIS
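Assay system: HEK293T-derived human Csn5 enzyme; quantity: 0.24 nM enzyme; medium: Tris/NaCl/DTT buffer, pH 7.5; also added: substrate SCFSkp2-Nedd8OG, 10 nM; doses: 12.5 µM compound; schedule: 90 min reaction at room temperature; signal: FP; read-out: % inhibition of substrate cleavage by Csn5; benchmarks: substrate-only high control, full reaction low control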
LMPTP block = LMPTP phosphatase inhibitors, primary screen, biochemical, fluorescence intensity, uHTS; inhibition, % at 20 µM; 360,000 tested, 0.22% active; Low molecular weight phosphotyrosine protein phosphatase (Homo sapiens), P24666; recombinant LMPTP-A, OMFP fluorogenic substrate;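 active = compounds that cut the enzyme signal by at least half of the control window in the single-dose screen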;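 note: plate controls were DMSO wells with enzyme plus substrate for no effect and substrate without enzyme for full effect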
Target sequence (P24666 whole entry, looked up): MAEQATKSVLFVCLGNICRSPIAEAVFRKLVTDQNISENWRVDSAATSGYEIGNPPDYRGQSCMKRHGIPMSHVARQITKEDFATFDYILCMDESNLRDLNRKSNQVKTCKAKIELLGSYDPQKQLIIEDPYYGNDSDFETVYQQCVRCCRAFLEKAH
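Test system: LMPTP-A phosphatase enzyme; input: 0.625 nM LMPTP-A final; reagent: OMFP substrate, 400 µM final; compound dosing: 20 µM single dose, 3% DMSO; incubation: 50 min dark incubation at room temperature; measured by: endpoint fluorescence intensity from OMFP dephosphorylation; measure: % inhibition relative to no-enzyme and uninhibited control wells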
Rin1-Abl PPI inh = inhibitors of Rin1-Abl protein binding, primary screen, biochemical, TR-FRET. 360,000 tested, 0.4% active. inhibition, % at 7.35 µM. AID 588664, 2011. Tyrosine-protein kinase ABL1 (Homo sapiens) + Ras and Rab interactor 1 (Homo sapiens), …; in the data active = inhibition above about 5%, passing the limit was not always enough
STEP inh = STEP phosphatase inhibitors, primary screen, biochemical, fluorescence intensity, uHTS | recombinant STEP, OMFP fluorogenic substrate | 360,000 tested, 0.25% active | inhibition, % at 20 µM | Tyrosine-protein phosphatase non-receptor type 5 (Homo sapiens), P54829 | AID 588621, 2011;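 active = inhibition at 20 µM, scaled per plate between control wells, above about 37%, limit read from the data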;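 note: 0% = DMSO with enzyme and substrate and 100% = substrate only without enzyme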
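Also added – OMFP at 25 µM · Test system – STEP tyrosine phosphatase · Technique – FITC-channel fluorescence of OMFP product · Schedule – 20 min at room temperature, dark · Evaluation – control-normalized % inhibition with plate pattern correction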
Rpn11 block = Rpn11 (PSMD14) deubiquitinase inhibitors, primary screen, biochemical, fluorescence polarization, uHTS; human 26S proteasome, Ub4-pepOG fluorescence polarization; 20S core pre-blocked with epoxomicin; 360,000 tested, 0.59% active; AID 588493, 2011; calls only at 20 µM; 26S proteasome non-ATPase regulatory subunit 14 (Homo sapiens), O00487;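 active = inhibition at 20 µM, scaled to each plate's controls, above about 33%, limit read from the data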
Target sequence (O00487 whole entry, looked up): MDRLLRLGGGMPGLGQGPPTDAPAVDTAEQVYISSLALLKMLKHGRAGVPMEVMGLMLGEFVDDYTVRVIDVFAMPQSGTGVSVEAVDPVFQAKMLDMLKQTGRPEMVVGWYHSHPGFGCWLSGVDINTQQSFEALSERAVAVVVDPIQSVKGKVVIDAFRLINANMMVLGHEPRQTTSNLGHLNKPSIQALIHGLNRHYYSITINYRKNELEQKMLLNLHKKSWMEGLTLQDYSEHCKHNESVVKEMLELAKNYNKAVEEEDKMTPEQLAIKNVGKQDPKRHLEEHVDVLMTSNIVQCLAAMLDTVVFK
Neddylation inh = inhibitors of cullin neddylation, primary screen, biochemical, TR-FRET, uHTS, NAE and Ubc12; NEDD8-conjugating enzyme Ubc12 (Homo sapiens) + NEDD8-activating enzyme E1 regulatory …; calls only at 25 µM; 360,000 tested, 0.58% active; in the data active = inhibition above about 36%
An asterisk follows results filed as active; i = inactive; / = no result given; + = active, no number.

SMILES	DNMT1 inh	Scp1 inh	NadD inh	SUMO1-SIM PPI	CSN deneddyl inh	LMPTP block	Rin1-Abl PPI inh	STEP inh	Rpn11 block	Neddylation inh
Cc1ccc(NC(=O)CCCc2nc3ccccc3s2)c(O)c1	0.2	-6.5	-4.4	0.6	1.8	-0.1	5.2	-1.5	i	i
Cc1c(O)c2ccccc2n(-c2ccccc2)c1=O	-1.8	-21.1	0.7	8.7	2.7	-1.2	-1.4	0.1	i	/
O=C(NCCN1C(=O)S/C(=C\c2ccc(OC(F)F)cc2)C1=O)[C@@H]1CCCN1C(=O)c1cccs1	0.9	-8.7	-2.5	-22.4	-4.1	-0.7	-1.1	-1.0	i	i
C=CCn1c(CNC(=O)c2ccccc2C)nnc1SCC(=O)NC1CCCC1	4.4	-4.3	-2.7	-1.1	-0.4	-3.0	0.4	-0.5	i	i
CCOC(=O)Cn1nnnc1C(CC)N(Cc1cccs1)Cc1cc2ccc(OC)cc2[nH]c1=O (stereo not given)	-4.4	-1.9	6.8	-3.3	-5.2	0.6	0.8	2.6	i	i
Cc1cccc(C2c3[nH]c4ccccc4c3CCN2C(=O)c2ccc(=O)[nH]c2)n1 (stereo not given)	-6.5	0.6	-0.1	-3.1	4.1	0.3	2.9	-0.3	i	i
CC(=O)Nc1nc2ccccc2n1CCN1CCOCC1	-1.4	-6.5	-2.4	-1.1	-2.9	1.8	3.9	8.8	i	i
Cn1c(CCNC(=O)c2ccccc2Cl)n[nH]c1=S	-1.3	-0.3	-4.9	-0.6	-0.8	-3.0	1.7	0.9	i	i
CCCCOCCCNC(=O)C[C@@H]1C[C@@]2(C(=O)OCC)CCCC=C2N(Cc2ccco2)C1=O	/	/	8.1	4.5	-3.6	0.4	/	/	/	i
COc1cccc(C(=O)Nc2nnc(-c3ccccc3)s2)c1	5.4	10.4	-5.0	4.7	2.2	-1.6	2.0	-2.0	i	i

Record cards, from the list above.
Cc1cccc(C2c3[nH]c4ccccc4c3CCN2C(=O)c2ccc(=O)[nH]c2)n1 (stereo not given) is entered as DNMT1 inh = -6.5; Scp1 inh = 0.6; NadD inh = -0.1; SUMO1-SIM PPI = -3.1; CSN deneddyl inh = 4.1; LMPTP block = 0.3; Rin1-Abl PPI inh = 2.9; STEP inh = -0.3; Rpn11 block = i; Neddylation inh = i
Cc1ccc(NC(=O)CCCc2nc3ccccc3s2)c(O)c1 is entered as DNMT1 inh = 0.2; Scp1 inh = -6.5; NadD inh = -4.4; SUMO1-SIM PPI = 0.6; CSN deneddyl inh = 1.8; LMPTP block = -0.1; Rin1-Abl PPI inh = 5.2; STEP inh = -1.5; Rpn11 block = i; Neddylation inh = i

(further entries)
SMILES	DNMT1 inh	Scp1 inh	NadD inh	SUMO1-SIM PPI	CSN deneddyl inh	LMPTP block	Rin1-Abl PPI inh	STEP inh	Rpn11 block	Neddylation inh
CC(OC(=O)c1cnccn1)C(=O)Nc1nc(-c2cccc([N+](=O)[O-])c2)cs1 (stereo not given)	-6.2	-2.2	-2.9	-19.6	-2.2	1.9	-1.3	-1.7	i	i
COc1ccc(NS(=O)(=O)c2cccc(Cl)c2)cc1S(=O)(=O)N1CCCCC1	0.9	-7.4	-1.8	-1.1	0.9	0.8	-1.1	0.8	i	i
COc1ccc(C(=O)Nc2cc(Cl)ccc2C(=O)O)cc1	13.1	23.1	-2.3	2.4	1.0	0.0	1.9	2.3	i	i
CN(CC(=O)Nc1cccc(F)c1)C(=O)c1ccc2c(c1)CC(c1ccccc1)OC2=O (stereo not given)	2.3	-2.0	-6.7	1.8	-3.5	0.0	-1.2	-3.0	i	i
Cn1cnc(S(=O)(=O)N2CCN(c3ccccc3)CC2)c1	1.6	-2.0	2.6	-0.2	3.3	-2.7	2.8	0.0	i	i
CCc1cc(=O)oc2cc(C)cc(OC(C)C(=O)NCC(O)c3ccccc3)c12 (stereo not given)	-0.3	-3.4	3.1	-0.6	-2.0	-0.6	-1.8	-1.3	i	/
COc1ccc(/C=C2/C(=O)ON=C2C)cc1Cl	8.3	-12.3	0.2	-3.3	0.9	-2.4	4.0	0.0	i	i
O=c1cc(Cc2ccc([N+](=O)[O-])cc2)[nH]c(=O)[nH]1	3.4	7.1	0.2	-21.7	1.3	-1.5	1.6	-0.5	i	i
Cc1cc(OC(C)C(=O)N(Cc2cccs2)C2CCS(=O)(=O)C2)ccc1Cl (stereo not given)	0.7	-6.5	-0.5	5.2	3.2	0.9	0.5	2.7	i	i
CC1C(=O)N(Cc2ccccc2)c2ccccc2N1C(=O)c1ccccc1 (stereo not given)	-1.6	-9.7	-5.0	12.7	-2.3	0.2	0.9	-1.7	i	i
O=C(CCCc1nc(-c2ccc(Cl)cc2)no1)Nc1cccnc1	1.4	2.9	2.3	3.4	2.0	-0.6	3.5	-0.7	i	i
CC(=O)c1csc(CS(=O)(=O)c2ccccn2)n1	0.5	-5.0	-3.4	-1.3	0.7	-1.9	-3.1	1.4	i	i
O=C(CCSc1ccccc1)NC1CCCC1	1.1	1.9	-2.0	1.7	-0.9	-1.7	0.1	-0.2	i	i
COc1cccc(CNC(=O)C2CCN(c3ncnc4c3nc3n4CCCCC3)CC2)c1	5.3	34.0	-1.7	10.0	7.9	0.9	5.9	5.2	i	i
CN1C(=O)/C(=C/c2ccc(OCc3cccc(F)c3)cc2)NC1=S	35.2	-3.9	3.8	2.2	-3.7	-0.1	1.0	1.8	i	i
Cc1nn(CCCC(=O)NCc2ccc(F)cc2)c(=O)c2nccn12	2.0	-6.5	-0.1	0.4	0.5	-1.5	-2.3	-0.9	i	i
CCS(=O)(=O)N1CCN(S(=O)(=O)c2ccccc2)CC1	-1.8	-10.5	-3.1	-1.8	-0.8	-0.7	1.5	-3.3	i	i
O=c1[nH]c(C2CCCN(S(=O)(=O)c3ccccc3)C2)nc2c1nnn2Cc1cccc(Cl)c1 (stereo not given)	0.1	-6.4	18.0	-0.7	2.6	4.2	-4.7	-0.1	i	i
COc1ccc(-c2ccc(C(=O)NCc3ccc(C(F)(F)F)cc3)c3occc23)c(C)c1	-1.8	/	-15.3	0.0	0.0	5.6	-1.2	2.7	i	+
CC(=O)C1C(c2ccc(F)c(F)c2)NC(=O)NC1(O)C(F)(F)F (stereo not given)	3.9	2.2	3.1	0.1	3.9	0.2	3.4	3.2	i	i
COc1cccc(-c2cn(-c3cccc(C(F)(F)F)c3)c(=S)[nH]2)c1	1.4	-4.0	0.2	-2.0	0.2	0.9	1.0	2.3	i	i
O=C(Cn1cc2c(n1)CCCC2)NCCCN1CCN(c2ccccc2F)CC1	0.2	4.4	2.5	3.9	-2.5	0.3	0.0	-3.4	i	i
COC(=O)C1=C(C(=O)OC)[C@@H]2Nc3ccccc3[C@@]23C[C@@H](C(=O)OC)N(C(=O)COCc2ccccc2)C3=N1	-2.5	-8.6	6.0	0.5	1.6	1.6	-3.6	1.3	i	i
COc1ccc(NC(=O)/C(Cl)=C(/Cl)S(=O)Cc2ccc(C)cc2)cn1 (stereo not given)	5.8	/	1.5	4.9	9.4	0.8	-0.3	-0.9	i	i
Cc1ccc(-n2c(SCC(=O)OC(C)C)nnc2-c2ccccn2)cc1	0.9	-3.5	2.2	0.2	-4.8	-1.0	0.1	-0.8	i	i
CC(C(=O)NC(c1ccccc1)c1ccccc1)N1CCOCC1 (stereo not given)	0.6	-5.9	-0.8	2.5	-4.0	-0.6	0.7	0.4	i	i
N#CCCN(C(=O)COc1ccc(C#N)cc1)c1ccc(F)cc1	-1.4	0.4	-2.7	-1.4	-1.6	-1.0	4.8	2.7	i	i
COc1ccc(NC(=O)CC2SC(=Nc3ccccc3)NC2=O)c(OC)c1 (stereo not given)	-1.3	0.4	9.4	0.6	-1.8	-1.2	2.8	-1.4	i	i
Brc1ccc(-c2nc3c4ccccc4ccn3c2Cc2ccccc2)cc1	15.6	/	14.4	-3.2	0.1	6.2	-2.2	-1.0	i	i
N#C/C(=C\c1ccccc1[N+](=O)[O-])C(=O)NCc1ccccc1	-1.8	-0.7	-2.3	-23.8	-4.8	1.1	3.1	-2.3	i	i
COc1ccc(NCc2cc3ccccc3[nH]c2=O)cc1	-12.6	0.5	-1.1	-14.4	0.3	-2.3	0.6	1.7	i	i
O=C(CC(Nc1ccccc1Cl)C(=O)O)c1ccccc1 (stereo not given)	1.9	-12.7	-4.9	1.4	8.8	-0.3	1.4	-1.3	i	i
CN(CC(O)COc1ccc(S(=O)(=O)N2CCOCC2)cc1)C1CCCCC1 (stereo not given)	-1.7	-2.2	6.9	-1.3	2.6	-0.2	-0.3	-2.7	i	i
Cc1ccc(NC(=O)C2CC(=O)N(CCc3ccccc3)C2)c(C)c1 (stereo not given)	0.3	-1.0	1.5	3.8	0.7	-2.2	0.1	-2.7	i	i
O=C(Cn1ccsc1=NC(=O)c1ccco1)c1ccccc1	-0.5	0.5	-2.5	-0.6	1.3	0.7	-1.5	-3.9	i	i
COc1ccccc1Nc1nc(C)cc(C)c1C(N)=O	2.9	-4.8	2.4	6.3	-1.6	-0.1	-0.3	-3.4	i	i
Nc1ncc(-n2cncn2)c(-c2ccc(Cl)cc2)n1	-0.8	-3.3	-7.5	2.0	0.9	-0.4	3.8	-0.3	i	i
COc1ccc(S(=O)(=O)N2CCOC23CCN(S(=O)(=O)c2ccc(F)cc2)CC3)cc1	-2.0	-8.6	1.3	-1.8	-1.7	1.6	3.6	0.0	i	i
Cc1ccccc1NC(=O)N1CCN(C(=O)c2ccco2)CC1	9.7	3.8	-3.1	-3.6	1.2	-1.3	-1.2	2.4	i	i
CCCNC(=O)c1onc(CSc2ccncc2)c1C(=O)NCCC	2.2	-7.1	-3.5	-5.9	0.1	-1.3	4.2	-3.2	i	i

Assay outcomes as filed in PubChem BioAssay.
